Source: PubChem BioAssay
TTR transcr act – TTR transcription activation, primary screen. AID 1117267. activation, % at 16.7 µM. actives 1.3% (n = 92,000). SH-SY5Y TTR promoter Gaussia luciferase, luminescence; 100% = recombinant luciferase protein wells;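 active = activation above the mean of all tested compounds plus 3 SD, cut at about 9.5% in these data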;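 note: cells exposed to compounds for one day before reading; 0% = median of all test compound wells on the plate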
Active calls of the source: *. Not all compounds are listed; the hit share may differ from the screen's.

SMILES	TTR transcr act
Cc1ccc2cc(/C=N/Nc3ccc(C(=O)O)cc3)c(Cl)nc2c1	1.9
CCS(=O)(=O)n1nc(-c2ccccc2)nc1SC	-0.6
c1ccc(COc2ncnc3c2ncn3CCCN2CCN(c3ccccn3)CC2)cc1	-0.5
COc1ccc(CCN(C(=O)c2cccc(F)c2)C2CC(=O)N(c3ccc(OC)cc3)C2=O)cc1 (stereo not given)	0.1
CCCC(C)c1nnc(NC(=O)C(=O)OCC)s1 (stereo not given)	0.8
OC(c1ccc(Cl)cc1)c1ncc(-c2ccc(Oc3ccccc3)cc2)[nH]1 (stereo not given)	-0.8
Cc1cc(C)cc(OCC(=O)N2CCc3ccccc3C2)c1	-0.8
CN(C)/C=N/c1cc(=O)[nH]c(=O)n1CC1CC1	6.6
CC(=O)c1cn(CC(=O)Nc2c(C)cccc2C)c2ccccc12	4.4
CC1Cc2nc(SCC(N)=O)n(Cc3ccccc3)c(=O)c2S1 (stereo not given)	-0.3
COc1ccc2c3c([nH]c2c1)C1=NCC[C@]12c1ccccc1N=CN2CC3	-1.3
Cc1cccc(N2CCN(C(=O)CCN3C(=S)NC(C)(C)CC3C)CC2)c1C (stereo not given)	1.6
CCOc1ccc(S(=O)(=O)NC(C)C(=O)NCc2ccccn2)cc1 (stereo not given)	0.6
CCN(CC)S(=O)(=O)c1ccc(NCc2ccccc2)nc1	2.3
Clc1ccccc1OCc1nc(-c2ccc(Br)o2)no1	0.8

Some of these compounds in order of the TTR transcr act value, largest number first.
molecule | TTR transcr act
CC(=O)c1cn(CC(=O)Nc2c(C)cccc2C)c2ccccc12 | 4.4
CCOc1ccc(S(=O)(=O)NC(C)C(=O)NCc2ccccn2)cc1 (stereo not given) | 0.6
OC(c1ccc(Cl)cc1)c1ncc(-c2ccc(Oc3ccccc3)cc2)[nH]1 (stereo not given) | -0.8

Next section.
SMILES	TTR transcr act
O=C1CCCN1CCCN=c1c([N+](=O)[O-])nn(-c2ccc(Cl)cc2)n1O	-1.0
COc1ccc(O)c(/C=N/NC(=O)CSc2nnc(C)n2-c2ccccc2)c1	11*
Cc1ccc(S(=O)(=O)N2CCCCC2)cc1C(=O)NCc1ccc(S(N)(=O)=O)cc1	-0.6
COc1ccc(NC(=O)CCN2C(=O)c3cccc([N+](=O)[O-])c3C2=O)cc1	0.0
O=c1[nH]c2ccc(NC(=S)NCc3ccccc3)cc2[nH]1	7.3
Cc1cc(=O)oc(C)c1C(=O)OCC(=O)c1ccc(Cl)cc1	2.4
COc1ccc(C2Nc3ccccc3C(=O)N2Cc2ccco2)cc1COc1c(C)cc(NC(C)=O)cc1C (stereo not given)	-3.3
COc1ccc(N2CCOCC2)c(NC(=O)c2cccc3ccccc23)c1	-2.4
Cc1cccc(NC(=O)c2ccc(-n3ccnc3)nc2)c1	-1.1
COc1ccc(N2C(=O)C3CC(C)=C(C)CC3C2=O)c(OC)c1 (stereo not given)	6.0
Cc1ccc(S(=O)(=O)N(C)C[C@H]2Oc3ccc(NC(=O)Nc4c(C)noc4C)cc3CC(=O)N([C@@H](C)CO)C[C@@H]2C)cc1	7.7
Cc1cc(=O)oc(C)c1C(=O)Nc1ccc(F)cc1	0.2
CC(O)(c1cccc(F)c1)c1nc(-c2cc(F)cc(F)c2)cs1 (stereo not given)	-0.1
F[B-](F)(F)c1cncc2ccccc12	2.3
Cn1cc(Br)c(C(=O)N/N=C/c2cc3ccccc3nc2Cl)n1	0.1
CCOc1nnc(C)c2c(C)n(-c3ccc(Cl)cc3)nc12	4.1
Cc1ccc(N2CC(C(=O)N/N=C/c3sccc3C)CC2=O)cc1 (stereo not given)	1.1
Cc1[nH]c2ccccc2c1CCC(N)=O	5.0
COCCNC(=O)c1c(C)cc(C)cc1C	4.8
CCOC(=O)/C=C/S(=O)(=O)c1ccc(NC(C)=O)cc1	-7.5
O=C(Nc1ccc(Br)cc1)OC1CC2CC1[C@H]1CCCCN1[C@H]2Cc1ccccc1 (stereo not given in full)	1.6
CCOC(=O)C1(Cc2ccccc2C(F)(F)F)CCN(C(C)COC)CC1 (stereo not given)	1.8
NS(=O)(=O)c1ccc(CNC(=O)Cc2ccc(S(=O)(=O)N3CCOCC3)s2)cc1	4.4
O=C(COc1cccc(F)c1)N[C@@H](Cc1ccccc1)c1nc2ccccc2[nH]1	-2.2
COc1ccc(OCCN2CCN(S(=O)(=O)c3ccccc3C(F)(F)F)CC2)cc1	-2.4
CCC(CC)C(=O)N1CCN(Cc2ccc3c(c2)OCO3)CC1	1.6
CC(=O)Nc1ccc(C(=O)NNC(=O)c2cccs2)cc1	0.4
COc1ccc(/C=C/C(=O)N(Cc2ccccc2)c2ccccn2)cc1OC	2.5
COc1cc2c(cc1OC)CN(C(=O)c1sccc1C)CC2	-0.3
CC(C)(C)OC(=O)N1CCN(C(=O)c2[nH]cnc2C(=O)N[C@@H](Cc2ccccc2)C(=O)OCc2ccccc2)CC1	2.9
CCOC(=O)c1ccc(S(=O)(=O)Nc2ccc(N3CCOCC3)cc2)cc1	3.2
Cc1[nH]ncc1N=Cc1ccc([N+](=O)[O-])cc1	-1.1
CC(=O)Nc1ccc(C=NNC(=O)CCCC(=O)NN=Cc2ccc(NC(C)=O)cc2)cc1	-1.0
COc1ccc(CCN=C(N)NS(=O)(=O)c2ccc(C)cc2)cc1OC	4.2
CCC(C)[C@H](NC(=O)[C@@H]1CSC2c3ccccc3C(=O)N21)C(=O)NC1CCCC1 (stereo not given in full)	-1.4
O=C(Nc1ccccc1Cl)c1ccn[nH]1	-0.4
COc1ccc(/C=N/NC(=O)c2cc3c(OC)ccc(OC)c3[nH]2)cc1O	-1.5
O=S1(=O)c2ccc(N3CC[C@@H](O)C3)cc2OCCCN1C1CC1	-0.4
COc1ccc([C@@H]2C[C@H]3[C@@H](CN2S(=O)(=O)c2ccccc2)C(=O)C[C@@H](c2ccccc2)N3S(=O)(=O)c2ccc(C)cc2)cc1	5.3
O=C(NCCC(F)(F)F)C1Cc2c(-c3cccc(F)c3)ccnc2O1 (stereo not given)	2.8
CCC(C)(C(=O)NC1CCCCC1)N(C)C(=O)c1ccccn1 (stereo not given)	0.4
CC(C)CNS(=O)(=O)c1ccc(CCC(=O)N2CCOCC2)cc1	0.9
CC12CCC(C/C1=N/O)C2(C)C (stereo not given)	-0.3
Cc1ccc(/C=N/n2cc(-c3ccccc3)[nH]c2=S)s1	-1.9
COc1ccccc1/C=C/C(=O)NCC(=O)N/N=C/c1ccccc1	-1.4
Cn1c(NC(=O)Cc2cccs2)cc(=O)n(C)c1=O	1.5
COc1ccc(-n2c(=O)/c(=C\c3cccs3)s/c2=C(/C#N)C(=O)NCCN2CCOCC2)cc1	-0.2
O=C(CSc1nc(-c2ccco2)cc(C(F)(F)F)n1)NN1CCOCC1	3.0
COc1ccccc1-c1ccc([C@@H]2C[C@H]3[C@H](CON3C)CN2C(=O)c2ccco2)cc1	-1.5
CCCCn1nnnc1C(CC)N1CCN(C/C=C/c2ccccc2)CC1 (stereo not given)	-2.1
O=C(Cc1ccccc1)Nc1cccc(N2C(=O)C=CC2=O)c1	-2.7
COC(=O)Cn1ccc2cc(S(=O)(=O)N3CCCCC3)ccc21	0.7
CC(C)C1Cc2c(C#N)c(N)sc(=S)c2CO1 (stereo not given)	4.4
C[C@H]1[C@H](N(Cc2ccccc2)Cc2ccccc2)CC[C@@]23CCCN2C(=O)CCC[C@@H]13	0.1
CC(=O)Nc1ccc(S(=O)(=O)NNC(=O)CCC(=O)Nc2cc(C)ccc2C)cc1	1.8
O=C(c1ccncc1)N1CCN(c2cccc(C(F)(F)F)c2)CC1	1.0
CN(CC(=O)Nc1cccc(F)c1)CC(=O)Nc1ccccc1Oc1ccccc1	8.2
Cc1ccc(-c2onc3ccc(Cl)cc23)cc1	-0.7
CC(=O)Nc1ccc(NC(=O)COC(=O)Cc2cccs2)cc1	2.6
COc1ccc(S(=O)(=O)N2CCOC23CCN(S(=O)(=O)c2cccs2)CC3)cc1	-3.0
Later entries.
SMILES	TTR transcr act
Cc1noc(C(=O)Nc2c(C)n(C)n(-c3ccccc3)c2=O)c1Cl	1.8
CCN(CC)CCCN=Cc1c(O)n(Cc2ccccc2)c(=O)c2ccccc12	0.0
COCC(=O)N1C[C@H]2CON(C)[C@H]2C[C@H]1c1cccc(-c2ccccc2OC)c1	-0.8
COc1ccc(C(=S)N2CCN(C)CC2)cc1	0.5
Cc1ccc(-c2csc(NC(=O)c3ccc([N+](=O)[O-])o3)n2)cc1	-2.5
COc1ccc(N2CCN(C(c3cccs3)C(C)NC(=O)c3ccc4c(c3)OCO4)CC2)cc1 (stereo not given)	-0.6
CN(c1ccc(OCC(=O)Nc2nc(-c3ccccc3)cs2)cc1)S(=O)(=O)c1ccc(F)cc1	-2.1
Clc1ccccc1-c1nn2c(COc3ccccc3)nnc2s1	-1.0
COCC1CCN(C(=O)c2cc(COc3ccc(F)cc3Cl)on2)C1 (stereo not given)	1.8
O=C(Nc1ccc(Br)cn1)c1ccc([N+](=O)[O-])cc1Cl	1.2
COc1cccc(-n2nc3c(-n4ncc(C#N)c4N)nnc(C)c3c2C)c1	0.2
Cc1cccc(C)c1NC(=O)COC(=O)CCc1ccc(S(=O)(=O)N2CCCCC2)cc1	1.9
Cc1ccc(S(=O)(=O)Nc2ccc3c(c2)CCC3)cc1	-1.8
Cc1cc(C)n(-c2nc3ccccc3nc2N2CCN(C(=O)c3ccc(Cl)cc3)CC2)n1	4.0
Fc1cccc(/C=N/Nc2ncnc3nc[nH]c23)c1	1.6
Cc1c(C(=O)N2CCN(c3cccc(Cl)c3)CC2)cccc1[N+](=O)[O-]	1.0
COc1ccc2cc(C(=O)N3CCCCCC3)sc(=O)c2c1OC	4.8
C#CCOC(=O)C(NC(=O)c1ccccc1)=C(C)C	-1.6
CC1=NN(C)C(=O)C1Cc1c(F)cccc1Cl (stereo not given)	6.7
COc1ncnc2c1ncn2CCCNCCCN1CCCC1=O	15*
COC(=O)C(CCSC)NC(=O)CNC(=O)C1CCCCC1 (stereo not given)	4.0
CN(C)S(=O)(=O)c1cccc(NC(=S)NCc2ccc3c(c2)OCO3)c1	-2.3
COCCCN1C(=O)c2ccc(C(=O)OCC(=O)NCCc3ccccc3)cc2C1=O	1.5
COc1ccc(-c2csc(Nc3ccc(C)cn3)n2)cc1OC	-5.1
COCCNCCOCCOc1ccc(Cl)c(C)c1	0.7
COC(=O)c1ccccc1NC(=S)N(C)C	0.9
O=C(NC1CCCCC1)N1CCCC(c2nc(-c3cccs3)no2)C1 (stereo not given)	0.9
CCn1nc(C)c(/C=N/NC(=O)Cn2nc(C)cc2C)c1C	1.6
CCc1ccc(C2C3=C(CCCC3=O)OC3=C2C(=O)CCC3)cc1	-0.3
CCOC(=O)C1CCCN(Cc2nc(N)nc(Nc3ccc(C)cc3)n2)C1 (stereo not given)	-3.2
Fc1cccc(Cc2c(-c3cccc(Cl)c3)nc3c4ccccc4ccn23)c1	-1.0
Cc1ccc(NC(=O)CCn2c(=O)c3cccn3c3ccccc32)cc1C	1.8
Cc1ccc(-n2c(Cc3cccn3C)nnc2SCC(=O)NCc2ccc3c(c2)OCO3)cc1	-2.7
C[C@@H]1CN(S(=O)(=O)c2ccc3c(c2)OCCO3)CCN1S(=O)(=O)c1c(F)cccc1F	0.4
COc1ccc(C2C(C(=O)N3CCOCC3)c3ccccc3C(=O)N2c2ccc(OC)cc2)cc1 (stereo not given)	-0.2
C[C@@H]1CN([C@@H](C)CO)S(=O)(=O)c2ccc(Br)cc2O[C@H]1CN(C)C(=O)C1CCCCC1	-1.1
O=C(Nc1ccc(N2CCOCC2)cc1)c1ccc2nc(-c3ccco3)c(-c3ccco3)nc2c1	-2.1
Cc1cnc(C(=O)Nc2ccc(N3CCOCC3)cc2)cn1	1.6
Cc1nc(N2CCOCC2)nc2c1CCC2	1.9
COc1cc(NC(=S)NCc2cccnc2)cc(OC)c1	1.4
COc1ccc(NC(=O)C2CCC(CNc3c(N4CCC(C)CC4)c(=O)c3=O)CC2)cc1OC (stereo not given)	-0.8
O=S(=O)(Nc1ccc(N2CCCCC2)cc1)c1ccc(F)cc1F	2.4
COC(=O)CCC(=O)OC1(C)C(=O)C=C2C=C(C3CC3)N(Cc3ccccc3)C=C2C1=O (stereo not given)	0.2
O=C(CSc1nnc2n1CCCN2)c1ccccc1	-0.9
CN(C)C(=O)CCc1ccc2c3c([nH]c2c1)[C@]1(C)[C@@H](C(=O)N2CCCCC2)C[C@H](CC(=O)NCc2cccc(C(F)(F)F)c2)C(=O)N1CC3	0.3

Entries shown so far with a thiophene ring, fused or not:
SMILES	TTR transcr act
Cc1ccc(N2CC(C(=O)N/N=C/c3sccc3C)CC2=O)cc1 (stereo not given)	1.1
NS(=O)(=O)c1ccc(CNC(=O)Cc2ccc(S(=O)(=O)N3CCOCC3)s2)cc1	4.4
CC(=O)Nc1ccc(C(=O)NNC(=O)c2cccs2)cc1	0.4
COc1cc2c(cc1OC)CN(C(=O)c1sccc1C)CC2	-0.3
Cc1ccc(/C=N/n2cc(-c3ccccc3)[nH]c2=S)s1	-1.9
Cn1c(NC(=O)Cc2cccs2)cc(=O)n(C)c1=O	1.5
COc1ccc(-n2c(=O)/c(=C\c3cccs3)s/c2=C(/C#N)C(=O)NCCN2CCOCC2)cc1	-0.2
CC(=O)Nc1ccc(NC(=O)COC(=O)Cc2cccs2)cc1	2.6
COc1ccc(S(=O)(=O)N2CCOC23CCN(S(=O)(=O)c2cccs2)CC3)cc1	-3.0
COc1ccc(N2CCN(C(c3cccs3)C(C)NC(=O)c3ccc4c(c3)OCO4)CC2)cc1 (stereo not given)	-0.6
O=C(NC1CCCCC1)N1CCCC(c2nc(-c3cccs3)no2)C1 (stereo not given)	0.9

(listing goes on)
SMILES	TTR transcr act
O=[N+]([O-])c1cn(Cc2ccc(Cl)cc2)cn1	-2.1
C[C@@H]1CN([C@@H](C)CO)S(=O)(=O)c2ccc(Br)cc2O[C@H]1CN(C)Cc1ccncc1	-0.6
O=S(=O)(Nc1nccs1)c1cnc(Cl)c(Br)c1	0.5
COc1ccc(C(=O)Nc2cc([N+](=O)[O-])ccc2N2CCN(C)CC2)cc1	0.4

3 entries out of the list, ordered by number of heavy atoms, falling:
SMILES	TTR transcr act
C[C@@H]1CN([C@@H](C)CO)S(=O)(=O)c2ccc(Br)cc2O[C@H]1CN(C)Cc1ccncc1	-0.6
COc1ccc(C(=O)Nc2cc([N+](=O)[O-])ccc2N2CCN(C)CC2)cc1	0.4
O=S(=O)(Nc1nccs1)c1cnc(Cl)c(Br)c1	0.5
